# Akt phos inh – HTS Assay for Inhibitors of Akt Phophorylation: Primary Screen | Neuro2A IGF-stimulated pAkt S473 HTRF, 20 min; active compounds read low | activity change, % for hits at 50 µM | 0.32% of 360,000 active | AID 651550, 2012; in the data active = activity change below about -80%; inconclusive = mostly about -51% to -80%; note: % is set by controls: 0 for no effect and ±100 for the full control effect
#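 Single-point screen (50 µM final compound) in Neuro2A cells stimulated 20 min with 6 nM IGF at 37 deg C. After lysis, Ser473-phosphorylated Akt read by HTRF (ex 330 nm, em 615/665 nm) as the 665/615 ratio.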
# Nrf2 activator – qHTS of Nrf2 Activators | Potency, µM (doses to about 46.1 µM), for the others: top-dose activation, usual class: activators | 0.31% of 410,000 active | AID 624171, 2012 | AREc32 ARE-luciferase reporter (MCF7-derived line), luminescence, 24 h; note: potency is the fitted concentration of half-maximal effect; % of control where 0% means no effect; nearly all actives have a fitted effect of over 65% in size
#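 Quantitative high-throughput format: AREc32 reporter cells, 1000 per well, received compound by pin transfer and were incubated 24 hr at 37 deg C, 5% CO2, before Steady-Glo luminescence detection.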
# EPAC2 antag – qHTS for Antagonist of cAMP-regulated guanine nucleotide exchange factor 2 (EPAC2): primary screen. EPAC2 GEF exchange of Rap1B-BODIPY-GDP, fluorescence. Potency, µM (top dose mostly 114 µM), for inactives: at the highest dose activity, negative = inhibition, most hits filed as inhibitors. 0.18% of 360,000 active; note: potency is the fitted concentration of half-maximal effect; % is set by controls: 0 for no effect and ±100 for the full control effect; nearly all actives have a fitted effect of over 45% in size; many of its hits are not listed in these tables
# Target sequence (Q8WZA2 whole entry, looked up): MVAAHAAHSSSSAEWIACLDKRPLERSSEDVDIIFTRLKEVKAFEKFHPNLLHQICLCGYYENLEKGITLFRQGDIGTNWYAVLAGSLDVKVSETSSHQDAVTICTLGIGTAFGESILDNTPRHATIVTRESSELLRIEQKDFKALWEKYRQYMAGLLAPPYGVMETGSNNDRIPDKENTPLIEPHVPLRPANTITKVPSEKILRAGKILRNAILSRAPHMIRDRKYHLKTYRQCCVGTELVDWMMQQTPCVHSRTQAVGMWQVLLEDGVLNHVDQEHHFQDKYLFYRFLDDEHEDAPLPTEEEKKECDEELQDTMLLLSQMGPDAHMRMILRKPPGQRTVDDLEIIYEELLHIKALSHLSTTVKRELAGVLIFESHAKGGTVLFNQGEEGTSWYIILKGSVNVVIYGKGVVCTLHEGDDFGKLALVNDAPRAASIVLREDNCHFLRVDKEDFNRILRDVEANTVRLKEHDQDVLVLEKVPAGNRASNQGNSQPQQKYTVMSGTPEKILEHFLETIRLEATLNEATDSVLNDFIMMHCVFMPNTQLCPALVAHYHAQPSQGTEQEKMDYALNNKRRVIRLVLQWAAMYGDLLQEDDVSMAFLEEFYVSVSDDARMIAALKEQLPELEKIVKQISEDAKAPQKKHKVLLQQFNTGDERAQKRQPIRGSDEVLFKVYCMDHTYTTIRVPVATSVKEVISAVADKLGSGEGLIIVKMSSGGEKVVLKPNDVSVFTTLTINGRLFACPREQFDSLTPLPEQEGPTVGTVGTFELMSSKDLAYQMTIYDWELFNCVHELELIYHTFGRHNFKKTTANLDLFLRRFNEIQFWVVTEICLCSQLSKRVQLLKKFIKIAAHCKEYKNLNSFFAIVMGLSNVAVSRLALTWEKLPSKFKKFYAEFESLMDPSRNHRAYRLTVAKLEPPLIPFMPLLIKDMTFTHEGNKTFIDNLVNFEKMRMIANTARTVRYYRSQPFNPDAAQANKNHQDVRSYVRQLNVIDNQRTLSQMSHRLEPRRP
# Nrf2 block – Nrf2 qHTS screen for inhibitors | A549 ARE-Fluc reporter, luciferase luminescence, 18-24 h | 2.1% of 360,000 active | AID 504444, 2011 | Potency, µM (titrated, usually from 46 µM), inactives show top-dose activity change, negative = inhibition, actives largely listed as inhibitors; note: potency is the fitted concentration of half-maximal effect; % is set by controls: 0 for no effect and ±100 for the full control effect; nearly all actives have a fitted effect of over 60% in size
#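 A549 ARE_Fluc cells (5000/well, 5% FBS OPTI-MEM) pre-incubated 2 h, then treated with compounds 18-24 h at 37C/5% CO2 in concentration-response. CellTiter-Fluor viability read first; BugLite luciferase luminescence after 15 min at room temperature gives Nrf2 activity.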
# A549 tox – Nrf2 qHTS screen for inhibitors: counterscreen for cytotoxicity; A549 ARE-Fluc cells, CellTiter-Fluor viability, 18-24 h; AID 504648, 2011; Potency, µM (highest dose often 46 µM), inactives show at the highest dose activity change, negative = cytotoxicity, usual class: inhibitors; 0.16% of 390,000 active; note: potency is the fitted concentration of half-maximal effect; % is set by controls: 0 for no effect and ±100 for the full control effect
#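 A549 ARE-Fluc cells in 5% FBS OPTI-MEM, 5000 cells/well, rested 2 h then exposed to compounds in concentration-response for 18-24 h at 37 °C. Viability by CellTiter-Fluor fluorescence (Ex 405/Em 525) after 30 min; luciferase luminescence (BugLite, 15 min, RT) read afterwards.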
# TGFb inhibitor – qHTS for Inhibitors of TGF-b | AID 588855, 2011 | Potency, µM (titrated, usually from 46.1 µM), without a hit: top-dose activity, negative = inhibition, most hits filed as inhibitors | HepG2 CAGA-GFP TGF-b/SMAD3 reporter, GFP fluorescence, 18 h; TGF-beta stimulated, 500 pg/mL final | 1.2% of 410,000 active; note: potency is the fitted concentration of half-maximal effect; % is set by controls: 0 for no effect and ±100 for the full control effect; nearly all actives have a fitted effect of over 65% in size
#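 HEPG2 CAGA-GFP reporter cells (1000/well, DMEM with 1% FBS) received compounds, then recombinant TGF-beta at 500 pg/mL final for 18 hours at 37 degrees C. Per-cell GFP summed per well was normalised to unstimulated and stimulated DMSO controls before curve fitting.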
# Mm-Cpn inhibitor – Inhibitors of TCP-1 ring complex (TRiC) of Methanococcus maripaludis (MmCpn): qHTS | purified Mm-Cpn ATPase, ADP Transcreener TR-FRET | 0.031% of 330,000 active | Potency, µM (titrated, usually from 76.9 µM), for the others: top-dose activity, negative = inhibition, actives largely listed as inhibitors | AID 504842, 2011 | Chaperonin Mm-Cpn (Methanococcus maripaludis); note: potency is the fitted concentration of half-maximal effect; % is set by controls: 0 for no effect and ±100 for the full control effect; nearly all actives have a fitted effect of over 80% in size
#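 Measured: ADP formation by purified Mm-CPN. Conditions: 25 nM protein, 10 uM ATP, Tris pH 7.4 with Mg2+, K+ and DTT, 37°C for 30 min. Detection: Transcreener HTRF after 30 min at room temperature.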
# CCT modulator – High-Throughput Screening for Modulators of Cytosolic Chaperonin Activity; 0.3% of 360,000 active; activity change, % (no concentration beside the values), hits read low; purified chaperonin ATPase assay, HTRF ADP detection, 30 min; AID 651819, 2012; in the data active = activity change below about -30%; note: % is set by controls: 0 for no effect and ±100 for the full control effect
#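 First, chaperonin was dispensed at 40 nM or 20 nM final depending on batch activity. Next, compounds were pinned at 76 uM and ATP added at 10 uM. After 30 min at 37 °C, ADP detection reagents ran 30 min at ambient temperature.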
# EPAC2 agonist – qHTS for Agonist of cAMP-regulated guanine nucleotide exchange factor 4 (EPAC2): primary screen | Rap guanine nucleotide exchange factor 4 (Homo sapiens), Q8WZA2 | EPAC2 activation, biochemical qHTS; response scale: 100% = 6.5 mM cAMP response | Potency, µM (top dose mostly 154 µM), inactives show at the highest dose activation, most hits filed as activators | 0.079% of 360,000 active | AID 720711, 2013; note: potency is the fitted concentration of half-maximal effect; nearly all actives have a fitted effect of over 50% in size
#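 Exchange assay: 100 nM EPAC2 with 250 nM Rap1B-BODIPY-GDP and 50 uM GDP. Fluorescence (ex 480/em 540 nm) read every 5 min for 30 min at room temperature. Data normalized to 6.5 mM cAMP as agonist control.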
# * hit, by the source's call; i = inactive; u = inconclusive; x = not tested or not shown; [ ] = dose if it differs, or a comment. Unless noted, calls come from the whole dose curve; as a rule, active = well fitted curve in the direction sought with a large enough effect; inconclusive = small, poorly fitted or top-dose-only effect, or another doubt; inactive = no such curve, though single readings can be large; an effect the other way counts as inactive or inconclusive.
SMILES,Akt phos inh,Nrf2 activator,EPAC2 antag,Nrf2 block,A549 tox,TGFb inhibitor,Mm-Cpn inhibitor,CCT modulator,EPAC2 agonist
Cc1cc(Cl)ccc1C(=O)C1CCCN(C(=O)c2cnn(C(C)C)c2)C1 (stereo not given),i,0.1%,3%,-3%,-2%,8%,2%,-5.1,5%
CN(C)S(=O)(=O)c1ccc(N2CCCC2)c(C(=O)Nc2ccccc2F)c1,i,0.1%,-2%,0%,-4%,-8%,-1%,-0.7,2%
COc1ccccc1C(=O)Nc1nnn(C)n1,i,-0.1%,-2%,7%,2%,1%,-1%,-2.6,2%
Cc1ccc(Cn2nc(C)c(NC(=O)C3(C)CC3(Br)Br)c2C)cc1 (stereo not given),i,-0.1%,4%,-2%,-6%,2%,3%,1.5,-15%
Cc1ccc(N2CC(C(=O)Nc3ccc4c(c3)OCO4)CC2=O)cc1C (stereo not given),i,0.0%,-4%,-7%,-7%,-28%,1%,0.4,1%
O=C(Oc1ccc(-c2ccccc2)cc1)C1C2CCCCC21 (stereo not given),i,-0.1%,-8%,-4%,4%,-17%,1%,-2.7,9%
Cn1c(=O)n(-c2ccc(Cl)cc2)c(=O)c2c3c(sc21)COC(C)(C)C3,i,-0.2%,9%,-5%,-6%,-9%,-4%,-2.3,5%
CSc1nc(O)c(C(c2ccc(F)cc2)c2c(O)nc(SC)[nH]c2=O)c(=O)[nH]1,i,0.2%,4%,-15%,-6%,-3%,x,-0.9,5%
O=C(c1ccco1)N1CCN(Cc2cccc(F)c2)CC1,i,-0.5%,-2%,-10%,3%,2%,-1%,0.7,2%
Cc1ccc(CN2CCN(Cc3ccncc3)CC2CCO)o1 (stereo not given),i,-0.1%,7%,u,2%,-7%,0%,-3.8,9%
CCOC(=O)Cc1c(C)nc(SC)[nH]c1=O,i,-0.1%,4%,15%,5%,-3%,0%,-1.4,5%
CCOC(=O)CSc1nnc(-c2ccc(OC)cc2)n1CC,i,0.1%,12%,0%,2%,1%,-1%,-3.6,1%
C=C(C)Cn1c(SCCN2CCOCC2)nc2c1c(=O)[nH]c(=O)n2C,i,-0.3%,9%,7%,2%,0%,-1%,0.6,-11%
CCCn1nnc(NC(=O)c2ccc(Br)o2)n1,i,0.3%,4%,20%,-3%,3%,1%,0.0,1%
COC(=O)CSc1nnc(NC(=O)C2CC(=O)N(c3ccc(F)cc3)C2)s1 (stereo not given),i,-0.6%,8%,5%,-13%,-11%,-2%,-1.7,0%
O=C(N/C(=C/c1ccco1)C(=O)N1CCCC1)c1cccs1,i,0.0%,5%,-3%,-7%,0%,-7%,-2.6,0%
COc1ccc(CN2CC(C(=O)NCCC(C)C)CC2=O)cc1 (stereo not given),i,-0.3%,-3%,-15%,-15%,3%,-8%,-0.1,10%
CN(c1cccc(NS(=O)(=O)c2ccccc2)c1)S(C)(=O)=O,i,-0.2%,-5%,3%,4%,-4%,2%,-1.3,-8%
COc1ccc(-c2cc(C)no2)cc1S(=O)(=O)Nc1ccccc1,i,4.0%,-21%,17%,-14%,-10%,-1%,-2.2,9%
O=C(NC1CCCCC1)C1CCN(c2cnccn2)CC1,i,-0.8%,0%,8%,x,0%,1%,-1.6,12%

# A draw from above in order of SMILES length, largest number first:
SMILES,Akt phos inh,Nrf2 activator,EPAC2 antag,Nrf2 block,A549 tox,TGFb inhibitor,Mm-Cpn inhibitor,CCT modulator,EPAC2 agonist
C=C(C)Cn1c(SCCN2CCOCC2)nc2c1c(=O)[nH]c(=O)n2C,i,-0.3%,9%,7%,2%,0%,-1%,0.6,-11%
COc1ccc(-c2cc(C)no2)cc1S(=O)(=O)Nc1ccccc1,i,4.0%,-21%,17%,-14%,-10%,-1%,-2.2,9%
O=C(N/C(=C/c1ccco1)C(=O)N1CCCC1)c1cccs1,i,0.0%,5%,-3%,-7%,0%,-7%,-2.6,0%
COc1ccc(CN2CC(C(=O)NCCC(C)C)CC2=O)cc1 (stereo not given),i,-0.3%,-3%,-15%,-15%,3%,-8%,-0.1,10%
CCOC(=O)CSc1nnc(-c2ccc(OC)cc2)n1CC,i,0.1%,12%,0%,2%,1%,-1%,-3.6,1%
CCOC(=O)Cc1c(C)nc(SC)[nH]c1=O,i,-0.1%,4%,15%,5%,-3%,0%,-1.4,5%

# (next part)
SMILES,Akt phos inh,Nrf2 activator,EPAC2 antag,Nrf2 block,A549 tox,TGFb inhibitor,Mm-Cpn inhibitor,CCT modulator,EPAC2 agonist
COc1cc(F)ccc1S(=O)(=O)N1CCN(C23CC4CC(CC(C4)C2)C3)CC1,i,-1.0%,-2%,1%,0%,-12%,3%,-0.4,3%
Cc1ccc(-c2nnc3c(C(F)(F)F)nc4ccccc4n23)cc1,i,0.0%,-1%,23µM*,u,u,-1%,-3.4,5%
O=C(NCc1nnc(SCC(=O)N2CCCC2)o1)c1c(F)cccc1F,i,-1.1%,3%,12%,2%,-9%,0%,-1.7,-4%
COc1ccccc1NC(=O)N1CCN(C(=O)c2ccco2)CC1,i,-0.8%,1%,-16%,-3%,-1%,0%,-0.5,-6%
COc1ccc2cc(C(C)C(=O)Nc3cccc(S(=O)(=O)N(C)C)c3)ccc2c1 (stereo not given),i,3.5%,-19%,16µM*,-21%,u,0%,1.4,11%
CCc1cc2c(N3CCCCC3)ncnc2s1,i,0.6%,9%,-23%,-9%,u,-2%,-3.2,7%
CN1CCN(c2nc(-c3ccc(Cl)s3)cs2)CC1,i,4.2%,2%,u,6%,0%,-3%,0.0,6%
CC(C)(C)c1ccc(C(=O)OCCN2CCCCC2)cc1,i,5.3%,3%,-3%,0%,-2%,-1%,-0.3,7%
Cc1ccc(S(=O)(=O)c2cnc(-c3ccccc3)nc2N2CCN(C)CC2)cc1,i,0.3%,-13%,0%,1%,-15%,1%,-1.1,20%
O=C(NC(c1ccc(Cl)cc1)c1ccsc1)C1CCN(CCOc2ccc(Cl)cc2)CC1 (stereo not given),i,7.8%,15%,x,x,u,x,0.1,-1%
COc1ccc(C(=O)O/N=C(\N)c2ccc(Cl)cc2)cc1,i,4.1%,-29%,u,-5%,9%,2%,0.4,1%
C/C(=N\Nc1nc2ccccc2s1)c1cccs1,i,u,1%,u,-2%,u,-2%,-0.9,16%
COc1ccc2c(CNCc3cccs3)c(C(=O)O)n(Cc3cccc(F)c3)c2c1,x,9.1%,x,-14%,u,2%,x,x,x
O=C(O)c1cccc2[nH]c(C(F)(F)F)nc12,x,-0.1%,1%,4%,6%,-4%,u,0.6,0%[15.6 µM]
CCOC(=O)Cn1cnc2c(cnn2-c2ccc(C)c(C)c2)c1=O,x,3.3%,x,u,1%,-4%,x,x,x
C[C@H](CO)N1C[C@H](C)[C@@H](CN(C)C(=O)NC2CCCCC2)Oc2ccc(NC(=O)C3CC3)cc2C1=O,i,-0.7%,0%,-12%,6%,-13%,x,-2.7,8%
Cc1cc(C)cc(NC(=O)c2c(C)oc3nc(C)nc(N4CCCC4)c23)c1,x,-1.1%,x,19%,-1%,-9%,x,x,x
Cn1c(SCC(=O)N/N=C/c2cccs2)nc2ccccc21,i,2.0%,-5%,-10%,2%,-24%,-1%,0.8,10%
C=CC#CC1(O)CC(C)N(C)CC1C (stereo not given),i,0.1%,0%,-27%,-3%,17%,-2%,0.0,8%
CCOC(=O)c1c(C)n(S(=O)(=O)c2ccc(C)cc2)c2ccc(NS(=O)(=O)c3ccc(C)cc3)cc12,x,2.4%,x,-15%,-3%,1%,x,x,x
Cc1cccc(NC(=O)COC(=O)[C@@H]2CCCN2C(=O)c2cccs2)c1,i,13%,-5%,4%,0%,-28%,0%,1.4,10%
N#CCc1ccc(NS(=O)(=O)c2ccc(N3CCCC3=O)cc2)cc1,i,3.3%,15%,u,-13%,0%,-1%,-2.8,-5%
Cc1[nH]nc(S(=O)CC(=O)O)c1[N+](=O)[O-] (stereo not given),i,-0.2%,3%,u,-7%,6%,1%,3.3,5%
COc1cc(C(=O)Nc2ccc(N3CCCS3(=O)=O)cc2)c([N+](=O)[O-])cc1OC,i,0.2%,6%,11%,1%,2%,3%,-2.2,7%
Cc1cccn2c(=O)c(C=O)c(Cl)nc12,i,16%,-2%,-9%,0%,16µM*,1%,-2.0,12%
COC(=O)c1c(NC(=O)Cc2ccccc2)sc2c1C(C(=O)OC)CC2 (stereo not given),i,1.7%,-20%,-13%,5%,-12%,-4%,-0.9,17%
COc1ccc(NC(=O)ON=C2c3ccccc3-c3ccccc32)cc1,i,3.6%,-8%,29%,8%,u,-2%,-3.4,6%
CCCSC1=C(C#N)C(c2ccccc2C)C(C(=O)OC)C(=O)N1 (stereo not given),i,2.4%,u,-21%,-10%,-7%,1%,-2.6,9%
CC(C)(C)NC(=O)NC(=O)COC(=O)Cc1c(F)cccc1Cl,i,0.2%,-3%,0%,-8%,-5%,0%,-4.2,11%
c1cn2c(-c3ccoc3)cncc2n1,i,-0.9%,7%,x,x,33%,x,-2.1,8%

# Only part of the results is shown, so the mix of outcomes need not match the whole.
